Screening results: PubChem BioAssay, several laboratories
Peg3 prom inh – Peg3 promoter-driven luciferase inhibitors, primary screen, cell-based, HeLa, luciferase luminescence; HeLa PEG-Prom luciferase reporter, overnight; inhibition, % at 20 µM; 360,000 compounds, 1.7% hits;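 active means inhibition of at least 50% at 20 µM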
Shn3 inh set2 – reduction of Shn3 3'UTR firefly luciferase signal, primary screen, Schnurri-3 inhibitor project, cell-based, Clone20 osteoblasts, set 2; Clone20 osteoblast Shn3 3'UTR firefly luciferase, 24 h; inhibition, % at 12.5 µM; 360,000 compounds, 0.52% hits;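 active means mean inhibition of at least 75% with every replicate also reaching 75%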;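 further: 0% = median of neutral control wells and 100% = pilot-screen positive control compound; some compounds past the cut are filed as inactive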
CF NFkB block – inhibitors of PAF-induced NF-kB signaling, primary screen, cell-based, GFP fluorescence, uHTS. KKLEB NF-kB-GFP reporter, GFP fluorescence overnight. inhibition, % at 5 µM. 360,000 compounds, 0.86% hits;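 active means at least 50% inhibition at 5 µM, scaled per plate between neutral and stimulator controls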;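 further: PAF is a Pseudomonas aeruginosa culture filtrate used as stimulus; plate controls were PAF-stimulated DMSO wells for no effect and unstimulated DMSO wells for full effect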
hiPSC survival – enhancers of single-cell hiPSC survival, primary screen, ATPlite luminescence. 100% = ROCK inhibitor wells, 0% = DMSO. survival enhancement, % at 20 µM. 360,000 compounds, 0.044% hits; in the data active means survival enhancement above about 18%;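 further: cells exposed to compounds for 16 hours before the ATP read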
KKLEB cytotox – cytotoxicity in KKLEB CF airway cells, primary screen, cytotoxicity control for CF NF-kB inhibitor project, cell-based, uHTS, fluorescence assay plates; 360,000 compounds, 0.36% hits; KKLEB CF airway cells viability, ATPlite luminescence, overnight; active compounds read low; cells stimulated with P. aeruginosa culture filtrate; activity change (cytotoxicity), % at 5 µM;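 active means corrected activity change at or below -50% at 5 µM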
aDG glyco act – activators of alpha-DG glycosylation, primary screen, uHTS, Pro5-aDG cells, AlphaScreen; alpha-DG glycosylation AlphaScreen (IIH6); 0% Pro5, 100% B10-LARGE cell signal; activation, % at 10 µM; 360,000 compounds, 0.22% hits; AID 624168, 2012;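 active means activation of at least 8% versus controls, or a plate z-score of at least 8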;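 further: Pro5 are CHO cells carrying HIG-tagged alpha-DG that lacks glycosylation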
TWEAK Fn14 block – inhibitors of TWEAK-Fn14 signaling, primary screen, luciferase reporter cells, uHTS; TWEAK-stimulated Fn14 reporter cells, luciferase luminescence, 8 h; inhibition, % at 10 µM; 360,000 compounds, 2% hits; AID 1159606, 2016; in the data active means inhibition above about 50%
NR2E3 ag-1 – inhibitors of NR2E3-RetCOR corepressor binding, primary screen, NR2E3 agonist project, biochemical, TR-FRET, GST-NR2E3, biotin-RetCOR; 320,000 compounds, 0.12% hits; AID 2300, 2010; inhibition of corepressor binding, % at 4.78 µM; Photoreceptor-specific nuclear receptor (Homo sapiens), Q9Y5X4; 1536-well;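 active means percent inhibition above the cutoff of mean plus 3 SD of all tested compounds, set per screening campaign, cut at about 20% in these data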;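 further: 0% = DMSO wells and 100% = biotin wells as full block of FRET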
Target sequence (Q9Y5X4 whole entry, looked up): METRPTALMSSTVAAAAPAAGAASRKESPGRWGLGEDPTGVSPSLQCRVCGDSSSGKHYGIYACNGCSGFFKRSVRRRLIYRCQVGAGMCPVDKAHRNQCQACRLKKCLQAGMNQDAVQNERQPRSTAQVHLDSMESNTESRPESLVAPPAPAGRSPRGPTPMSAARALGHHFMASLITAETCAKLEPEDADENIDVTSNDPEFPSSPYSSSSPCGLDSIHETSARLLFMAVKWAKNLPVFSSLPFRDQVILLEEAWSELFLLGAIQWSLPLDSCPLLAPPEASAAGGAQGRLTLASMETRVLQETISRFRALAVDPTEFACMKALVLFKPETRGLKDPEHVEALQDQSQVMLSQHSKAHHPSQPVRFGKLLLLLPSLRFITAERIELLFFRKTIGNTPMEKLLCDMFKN
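System: GST-tagged NR2E3 plus biotinylated RetCOR corepressor; Buffer or medium: pH 7.5 Tris-based buffer; Probe or stimulus: RetCOR corepressor, biotinylated, 7 nM; Doses: compound at 4.8 µM, single dose; Schedule: 5 h incubation at 4 °C; Technique: time-resolved FRET; Evaluation: percent inhibition of TR-FRET ratio; Replication: one well per compound, singlicate testing.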
MITF TRPM1 inh – inhibitors of MITF-dependent TRPM1 promoter reporter, primary screen, cell-based, SK-MEL-5, single point, luciferase | inhibition, % at 12.5 µM | 330,000 compounds, 0.83% hits | SK-MEL-5 TRPM1 promoter luciferase, 24 h;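 active means mean inhibition across replicates of 60% or more, whatever share of single replicates reaches that level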; further: values of inactives mirror those of a sister screen read the other way
HIF-2a block – HIF-2a reporter inhibitors, primary screen, luminescence, 786-0 RCC cells. AID 624352, 2012. inhibition, % at 18.8 µM. 786-0 RCC cells HIF-2a reporter, luciferase luminescence, overnight. 360,000 compounds, 0.72% hits;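 active means inhibition of the luminescence signal of 40% or more relative to plate controls, in a single-dose primary screen at 18.75 µM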
NR2E3 ag-2 – NR2E3 agonists in two-hybrid cells, primary screen, cell-based, luminescence, CHO-S, Gal4-NCOR/VP16-NR2E3; inhibition of corepressor binding, % at 3.98 µM; 360,000 compounds, 0.35% hits; Photoreceptor-specific nuclear receptor (Homo sapiens), Q9Y5X4; luciferase; AID 602229, 2012;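 active means inhibition above the mean of all tested compounds plus 3 SD, cut at about 70% in these data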;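 further: 0% = DMSO with NR2E3 transfected cells and 100% = cells lacking NR2E3 construct; higher means lower luciferase signal from less NR2E3 corepressor binding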
Active calls of the source: *; . = not tested or not shown.

SMILES	Peg3 prom inh	Shn3 inh set2	CF NFkB block	hiPSC survival	KKLEB cytotox	aDG glyco act	TWEAK Fn14 block	NR2E3 ag-1	MITF TRPM1 inh	HIF-2a block	NR2E3 ag-2
Cc1ccc(S(=O)(=O)N2CCC(C(=O)N3CCc4ccccc43)CC2)cc1C	-7	-7	-22	-0.4	8	-0.1	-19	.	-7	-13	14
CCOC(=O)c1ccc(-c2ccc3[nH]c4ccccc4c(=O)c3c2)cc1F	-20	-10	-2	-3.0	4	0.0	-38	6	-43	-10	-42
CCOCCCNC(=O)C1CCN(S(=O)(=O)N2CCCCC2)CC1	0	0	-6	1.3	12	0.0	-14	-1	13	6	9
CCn1nc(NC(C)=O)c2cc3cccc(C)c3nc21	15	9	-7	-0.4	-6	0.0	27	0	-7	-2	-21
Cc1noc(C)c1NC(=O)N(C)C[C@@H]1Oc2ccc(NC(=O)Cc3cn(C)c4ccccc34)cc2CC(=O)N([C@H](C)CO)C[C@@H]1C	-2	-3	18	-2.7	2	-0.3	5	.	6	13	-34
CCOC(=O)N1CCN(C(=O)c2ccccc2NC(=O)c2ccccc2Cl)CC1	-6	-2	-25	0.8	4	0.0	11	0	3	8	-27
O=c1c2c(nc3nc(NCc4ccc(Cl)cc4)[nH]n13)CCC2	14	-3	18	-1.3	-8	-0.5	-15	-1	3	22	-24
O=C(CNC(=O)C12CC3CC(CC(C3)C1)C2)OCc1cc(=O)n2cc(Br)ccc2n1	10	5	17	-0.1	-5	-0.3	6	-1	-5	19	-28
CCOC(=O)C(C)c1nn(C)c(=O)c2ccccc12 (stereo not drawn)	-2	42	4	-0.3	-1	0.5	4	-6	0	7	1
O=[N+]([O-])c1cccc(-c2nnc(SCc3cccnc3)o2)c1	-24	-13	2	0.5	4	-0.1	-5	8	-20	-56	-20
O=C(NCc1ccco1)C1CCCN(S(=O)(=O)c2ccc(Cl)cc2)C1 (stereo not drawn)	3	-4	-7	-2.4	9	0.1	0	1	-6	8	6
Cc1cccc(C(=O)N2CCc3cc(-c4nc(NC(=O)CN5CCCC5)sc4C)ccc32)c1	-29	24	3	0.3	0	0.1	-13	-2	-4	-31	-8
NNc1nc(-c2ccccc2Cl)nc2sc3c(c12)CCCC3	-167	-1	0	0.2	-5	-0.2	-7	-4	-46	-188	-103
Cc1cccc(N2CCN(C(=O)C(C)n3nc(C)n4c(cc5occc54)c3=O)CC2)c1C (stereo not drawn)	17	8	-4	-0.9	-4	0.5	8	3	7	12	-8
O=C(CSc1n[nH]c(-c2cccs2)n1)N1CCCCC1	-14	-4	-14	-0.4	-5	-0.1	-20	-1	-12	-55	-28
O=C(CCN1C(=O)c2ccccc2C1=O)NCc1ccc(Cl)cc1	8	8	10	0.2	1	2.7*	2	-3	.	2	-6
CN(Cc1ccccc1)C(=O)C1CCN(Cc2ccc(F)cc2)CC1	23	3	-21	-0.9	3	0.0	0	-2	0	20	-9
COC(=O)c1sc(-c2cccs2)cc1NC(=O)/C=C/C(=O)O	0	-41	-23	0.0	-9	0.0	11	-13	-4	-9	-37
COc1cc2c(cc1OC)C(C)N(C(=O)Nc1cc(C)cc(C)c1)CC2 (stereo not drawn)	15	17	12	0.4	-14	0.5	7	2	24	10	-33
NS(=O)(=O)c1ccc(NC(=O)COc2cccc3ccccc23)cc1	2	2	0	-0.1	0	0.2	7	5	-8	5	2
COC(=O)c1ccc(S(=O)(=O)N(CCO)Cc2ccccc2)n1C	8	-15	-1	-0.3	-4	-0.1	3	0	-22	23	-2
COc1cc(C)c(Br)cc1S(=O)(=O)NCCCN1CCOCC1	9	1	5	3.4	-3	-0.1	-11	0	-5	10	-10
O=C(c1ccc(Cl)c([N+](=O)[O-])c1)N1CCN(c2ccccc2)CC1	0	-21	-2	-1.3	12	0.6	0	0	9	-12	-2
Cc1ccccc1NC(=S)NC1CCCC1	0	5	0	-0.2	-1	-0.1	12	5	-3	7	-9
COc1ccc(S(=O)(=O)NCc2cccnc2)cc1C(=O)NC1CCCCC1	9	-63	10	-0.2	-3	0.3	-4	1	0	14	-14

Some of these compounds in order of formula weight, falling.
SMILES	Peg3 prom inh	Shn3 inh set2	CF NFkB block	hiPSC survival	KKLEB cytotox	aDG glyco act	TWEAK Fn14 block	NR2E3 ag-1	MITF TRPM1 inh	HIF-2a block	NR2E3 ag-2
O=C(CNC(=O)C12CC3CC(CC(C3)C1)C2)OCc1cc(=O)n2cc(Br)ccc2n1	10	5	17	-0.1	-5	-0.3	6	-1	-5	19	-28
COc1cc(C)c(Br)cc1S(=O)(=O)NCCCN1CCOCC1	9	1	5	3.4	-3	-0.1	-11	0	-5	10	-10
COc1ccc(S(=O)(=O)NCc2cccnc2)cc1C(=O)NC1CCCCC1	9	-63	10	-0.2	-3	0.3	-4	1	0	14	-14
CCOCCCNC(=O)C1CCN(S(=O)(=O)N2CCCCC2)CC1	0	0	-6	1.3	12	0.0	-14	-1	13	6	9
NS(=O)(=O)c1ccc(NC(=O)COc2cccc3ccccc23)cc1	2	2	0	-0.1	0	0.2	7	5	-8	5	2
COC(=O)c1ccc(S(=O)(=O)N(CCO)Cc2ccccc2)n1C	8	-15	-1	-0.3	-4	-0.1	3	0	-22	23	-2
O=C(CCN1C(=O)c2ccccc2C1=O)NCc1ccc(Cl)cc1	8	8	10	0.2	1	2.7*	2	-3	.	2	-6
CN(Cc1ccccc1)C(=O)C1CCN(Cc2ccc(F)cc2)CC1	23	3	-21	-0.9	3	0.0	0	-2	0	20	-9
CCn1nc(NC(C)=O)c2cc3cccc(C)c3nc21	15	9	-7	-0.4	-6	0.0	27	0	-7	-2	-21
CCOC(=O)C(C)c1nn(C)c(=O)c2ccccc12 (stereo not drawn)	-2	42	4	-0.3	-1	0.5	4	-6	0	7	1

The listing continues.
SMILES	Peg3 prom inh	Shn3 inh set2	CF NFkB block	hiPSC survival	KKLEB cytotox	aDG glyco act	TWEAK Fn14 block	NR2E3 ag-1	MITF TRPM1 inh	HIF-2a block	NR2E3 ag-2
CCc1noc(C)c1C(=O)Oc1ccc(N(C)S(=O)(=O)c2ccccc2)cc1	17	63	-12	0.8	2	0.5	8	5	-1	-13	33
CCCCOc1ccc(C(=O)NCC(=O)NCC(c2ccc(OC)cc2)N2CCCC2)cc1 (stereo not drawn)	-18	-2	9	-0.6	2	0.0	1	-5	-13	-17	-15
COC(=O)c1cccn(CC(=O)c2ccc(Cl)cc2)c1=O	-1	8	-2	-0.8	5	0.9	-7	-1	6	7	1
O=C(CSc1ccccn1)Nc1ccc(F)c([N+](=O)[O-])c1	-7	5	2	-0.7	-5	0.3	10	3	2	12	-3
CCN(CC)C(=O)NC1CC(=O)N(c2ccc(OC)cc2)C1 (stereo not drawn)	3	4	-3	0.2	1	-0.2	14	1	8	8	-5
CC(=O)Nc1cccc(NC(=O)CSc2nnc3ccc(-c4ccncc4)nn23)c1	2	-5	12	0.4	0	0.2	6	-3	7	7	11
Cn1cc2c(=O)n(/N=C/c3ccccc3)cnc2n1	-4	-4	7	0.1	5	-0.3	-3	-3	-6	7	-2
Cc1ccc(NC(=O)CN2CCc3cc4c(cc3C2C)OCCCO4)cc1C (stereo not drawn)	6	23	8	-0.2	-11	0.0	-10	1	19	-5	-30
NC(=O)c1ccccc1NC(=O)CCN1C(=O)c2ccccc2C1=O	9	-2	-9	0.5	-11	0.0	-3	1	6	-20	0
CN(CC(=O)Nc1cccc(F)c1)C(=O)CCc1nc2sc3c(c2c(=O)[nH]1)CCCC3	-5	-16	1	0.9	-17	0.4	-18	1	-4	-14	22
O=c1cc(CN(Cc2ccccc2)Cc2ccccc2)c2ccccc2o1	5	-4	2	-1.6	-9	0.0	-3	.	.	9	-14
CCCc1nc(-c2ccc(-c3ccc(F)cc3)cc2)no1	-261	-36	-13	-1.8	4	-0.3	7	0	-59	-299	-24
CCCN(CCC)Cc1c(C(=O)N/N=C/c2cccs2)nnn1-c1nonc1N	22	-4	7	-0.6	-3	-0.1	-1	2	-7	13	0
NC(=O)c1c(N)sc2c1CCC2	5	10	8	-2.3	7	-0.1	-15	.	3	6	15
CC1CCC(N2CCN(C(=O)c3ccccc3F)CC2)CC1 (stereo not drawn)	12	-4	0	-0.8	-4	0.0	7	2	13	20	9
O=C(Nc1cccs1)N1CCN(c2ncccn2)CC1	-9	6	2	-0.2	-5	0.0	-10	0	-12	5	-31
CCN1CCCC1Cn1cnc2c([nH]c3ccc(OC)cc32)c1=O (stereo not drawn)	-3	1	-6	-0.3	12	0.1	4	0	-14	0	7
Cn1c(SCc2cc(=O)n3cc(Br)ccc3n2)nnc1C1COc2ccccc2O1 (stereo not drawn)	-1	1	-6	-0.8	-8	0.2	4	-4	-11	18	-13
CCCCCCCCCCCCN1C/C(=C\C(=O)OCC)c2ccccc2S1(=O)=O	15	-21	0	-1.6	8	-0.1	-4	3	-15	11	9
Cc1cc(C)nc(N2CCCC(C(=O)Nc3ccc4nc(C)c(C)nc4c3)C2)n1 (stereo not drawn)	22	8	6	2.5	8	0.2	0	-6	2	20	-18
Cn1c(SCC(=O)Nc2ccc3c(c2)oc2ccccc23)nnc1-c1ccccc1	-17	-13	-17	-2.4	10	0.2	1	-1	-16	-80	-5
CC1CCN(CCCNC(=O)CCc2nnc3n(CCc4ccccc4)c(=O)c4ccccc4n23)CC1	-23	-30	-8	-0.4	-5	-0.2	0	-1	-30	-41	-14
O=C(Nc1cccnc1)c1ccc2nc(-c3ccccc3)c(-c3ccccc3)nc2c1	26	-37	2	-0.7	-4	-0.3	27	-1	0	32	-30
